Screening data: PubChem BioAssay, National Center for Advancing Translational Sciences (NCATS)
APEX1 inh: blocks human APE1 abasic DNA cleavage; P27695; recombinant APE1, TAMRA/BHQ-2 abasic DNA cleavage fluorescence; Potency, µM (series often up to 65.8 µM), for the others: at the highest dose activity change, negative = inhibition, most hits filed as inhibitors; 0.35% of 350,000 active; AID 2517;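 note: potency is the fitted concentration of half-maximal effect; plate controls were vehicle for no effect and reference inhibitor for full effect; nearly all actives have a fitted effect of over 55% in size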
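Measures dequenching upon AP-site incision of a 5'-TAMRA/3'-BHQ-2 THF-containing duplex, 50 nM; human APE1 0.75 nM after 15 min room-temperature exposure to compound; kinetic three-point read at one-minute spacing.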
BLM inh: inhibitors of human Bloom syndrome helicase BLM. recombinant BLM DNA unwinding, fluorescence dequenching. Potency, µM (series often up to 56.1 µM), without a hit: at the highest dose activity change, negative = inhibition, actives largely listed as inhibitors. 0.2% of 350,000 active. AID 2528;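 note: potency is the fitted concentration of half-maximal effect; plate controls were vehicle for no effect and no enzyme for full effect; nearly all actives have a fitted effect of over 35% in size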
POLI inh: inhibitors of human DNA polymerase iota; Potency, µM (top dose mostly 115 µM), for inactives: at the top dose activity, negative = inhibition, actives largely listed as inhibitors; Pol iota fluorescent replication assay, 10 min; 1% of 390,000 active; note: potency is the fitted concentration of half-maximal effect
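Fluorescent replication assay read twice, at 0 min and 10 min after adding 50 nM (final) substrate. Enzyme (10 nM) and compounds were first incubated 15 min at room temperature; enzyme-free buffer wells were negative controls.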
ALOX12 inh: ALOX12 (human) lipoxygenase inhibition | purified 12hLO, xylenol orange hydroperoxide absorbance | 1.1% of 580,000 active | P18054 | Potency, µM (titrated, usually from 108 µM), for inactives: at the top dose activity change, negative = inhibition, most hits filed as inhibitors; note: potency is the fitted concentration of half-maximal effect; % is set by controls: 0 for no effect and ±100 for the full control effect
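Purified human 12hLO at 150 nM in 25 mM Hepes, 0.01% Triton X-100, pH 7.0, preincubated 15 min at room temperature with compound. Reaction started with 40 uM arachidonic acid, 30 min at room temperature. Hydroperoxide measured by Fe-xylenol orange, 573/405 nm absorbance ratio.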
ERG Ets-DNA blk: inhibitors of human ERG Ets domain-DNA interaction; fluorescence polarization, His-ERG Ets domain / labelled DNA; P11308; Potency, µM (titrated, usually from 76.9 µM), without a hit: at the highest dose FP activity, negative = inhibition, actives largely listed as inhibitors; 0.028% of 370,000 active; active = well fitted inhibition curve with a large enough effect in the polarisation, with a control signal flat; inconclusive = small, poorly fitted or top-dose-only effect, or effect the other way, or a change in a side signal; inactive = no such curve, though single readings can be large or run the other way; the % refers to the polarisation;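 note: polarization taken with two DNA probes labelled with fluorescein and Texas red; potency is the fitted concentration of half-maximal effect; % of control where 0% means no effect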
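His-tagged ERG Ets domain (1 uM in the protein solution; 300mM KCl, 50mM Tris-HCl, 1mM EDTA, 1mM DTT, pH 7.5) received compound, then a probe mix of 5 nM fluorescein-DNA and 100nM Texas-615-DNA. Fluorescence polarization was read for both dyes.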
Apoferritin bind: candidate novel general anesthetic via apoferritin binding | P02791 | apoferritin/1-aminoanthracene competitive binding, fluorescence | Potency, µM (highest dose often 77.5 µM), without a hit: top-dose activity change, negative = displacement, actives largely listed as inhibitors | 0.074% of 350,000 active | AID 485281; note: potency is the fitted concentration of half-maximal effect; % is set by controls: 0 for no effect and ±100 for the full control effect; nearly all actives have a fitted effect of over 20% in size
Target sequence (P02791 2-175 limits assumed): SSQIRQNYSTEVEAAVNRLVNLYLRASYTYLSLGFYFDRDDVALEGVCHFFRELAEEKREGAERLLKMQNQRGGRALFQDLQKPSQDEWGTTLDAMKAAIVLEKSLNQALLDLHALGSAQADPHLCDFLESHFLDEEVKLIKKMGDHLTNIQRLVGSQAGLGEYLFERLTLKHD
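10 uM apoferritin + 50% sat. 1-AMA, PBS; cpd 10 min RT; Ex380/Em535 endpoint; normalized to free probe vs complex; 4-param Hill fit; propofol titration as pos. ctrl.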
Pol beta inh: blocks human DNA polymerase beta activity. Pol beta primer extension/strand displacement, fluorescence kinetic. 1.3% of 340,000 active. Potency, µM (series often up to 114 µM), for inactives: top-dose activity change, negative = inhibition, hits mostly inhibitors; note: potency is the fitted concentration of half-maximal effect; % is set by controls: 0 for no effect and ±100 for the full control effect
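Enzyme-only controls used 10 nM Pol beta; buffer lacking enzyme served as negative control. Compound preincubated 15 min, then 50 nM substrate added; 0 and 10 min reads at room temperature.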
TRHR agonist: activates the human TRH receptor. TRHR cells, calcium flux fluo-8, FDSS agonist mode. activation, % at 2 µM. P34981. 0.18% of 360,000 active; in the data active = activation above about 30%; note: 0% is about no effect
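TRHR-expressing cells, plated overnight in medium with 10% serum, were loaded with fluo-8 calcium dye at room temperature. After a 10 s baseline, library compound was pin-added and calcium release was recorded kinetically (ex 480/em 530) as agonist response.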
POLK inh: DNA polymerase kappa (human) inhibition; Q9UBT6; purified Pol kappa, fluorescent DNA synthesis assay, 10 min; Potency, µM (top dose mostly 107 µM), without a hit: top-dose activity, negative = inhibition, hits mostly inhibitors; 0.53% of 400,000 active; note: potency is the fitted concentration of half-maximal effect; % is set by controls: 0 for no effect and ±100 for the full control effect
Target sequence (Q9UBT6 whole entry, looked up): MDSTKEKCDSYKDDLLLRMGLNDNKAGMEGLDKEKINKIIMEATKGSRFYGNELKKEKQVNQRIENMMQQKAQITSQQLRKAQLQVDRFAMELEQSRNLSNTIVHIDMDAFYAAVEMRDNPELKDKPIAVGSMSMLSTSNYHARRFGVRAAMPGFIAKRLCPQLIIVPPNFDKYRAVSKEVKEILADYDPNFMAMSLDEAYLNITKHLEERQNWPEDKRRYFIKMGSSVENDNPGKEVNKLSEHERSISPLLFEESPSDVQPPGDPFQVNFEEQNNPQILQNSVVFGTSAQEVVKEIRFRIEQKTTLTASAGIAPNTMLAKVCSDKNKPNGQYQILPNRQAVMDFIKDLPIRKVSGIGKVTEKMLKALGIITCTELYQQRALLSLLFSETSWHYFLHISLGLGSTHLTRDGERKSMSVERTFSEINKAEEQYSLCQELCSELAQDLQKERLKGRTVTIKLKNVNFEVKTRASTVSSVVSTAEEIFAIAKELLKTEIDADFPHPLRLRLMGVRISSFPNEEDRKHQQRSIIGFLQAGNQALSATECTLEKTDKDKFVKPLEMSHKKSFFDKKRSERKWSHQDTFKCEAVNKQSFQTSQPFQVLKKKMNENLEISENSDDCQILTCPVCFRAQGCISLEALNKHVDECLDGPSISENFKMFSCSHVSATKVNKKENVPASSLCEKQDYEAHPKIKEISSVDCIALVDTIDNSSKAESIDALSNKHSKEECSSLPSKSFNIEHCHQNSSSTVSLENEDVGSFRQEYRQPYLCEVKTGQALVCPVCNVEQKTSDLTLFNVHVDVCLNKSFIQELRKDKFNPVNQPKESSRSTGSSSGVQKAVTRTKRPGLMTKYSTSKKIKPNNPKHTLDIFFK
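Kinetic fluorescence screen: compound preincubated 15 min RT with 10 nM enzyme; 50 nM substrate (final) initiates; reads at 0/10 min.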
An asterisk follows results filed as active; i = inactive; u = inconclusive; x = no result given; & = joins results of further samples; [ ] = dose if it differs, or a comment. Unless noted, calls come from the whole dose curve; as a rule, active = well fitted curve in the direction sought with a large enough effect; inconclusive = small, poorly fitted or top-dose-only effect, or another doubt; inactive = no such curve, though single readings can be large; an effect the other way counts as inactive or inconclusive. This is a subset; rates above refer to the full screens.

No.	Compound	APEX1 inh	BLM inh	POLI inh	ALOX12 inh	ERG Ets-DNA blk	Apoferritin bind	Pol beta inh	TRHR agonist	POLK inh
1	CC1(C)CCCN(C(=O)c2ccc3c(c2NCCO)C(=O)c2ccccc2C3=O)C1	6.2%	-8.5%	21.1%	5.7%	29.7%	u	-27.6%	0.2	-12.1%
2	COc1cccc(C(=O)NNS(=O)(=O)c2ccc(F)cc2)c1	9.3%	-1.4%	17.3%	u	-12.4%	-6.1%	20.7%	0.6	4.5%
3	CCC1CCCCN1S(=O)(=O)c1c(C)n(C)c(=O)n(C)c1=O (stereo not drawn)	-12.4%	x	u	u	-7.2%	x	x	0.2	-19.7%
4	CCCOc1ccc(CSc2ncn[nH]2)cc1	u	-4.5%	u	10.9%	-0.3%	-7.2%	4.3%	-0.6	-1.9%
5	Cc1nnc(N2C(=O)C(O)=C(C(=O)c3ccco3)C2c2ccc(F)cc2)s1 (stereo not drawn)	-8.8%	1.0%	19.2%	u	3.4%	-10.3%	-0.5%	21.1	-0.1%
6	CS(=O)(=O)c1ccc(Cl)c(NC(=O)COC(=O)c2ccc(S(=O)(=O)N3CCCC3)cc2)c1	14.1%	x	98.7%[activator]	-8.6%	-14.1%	x	x	x	-14.1%
7	CC1CCCCC12NC(=O)N(CC(=O)N1CCN(C(=O)c3cccs3)CC1)C2=O (stereo not drawn)	-3.0%	x	6.0%	313.0%[activator]	4.9%	x	x	0.1	2.9%
8	O=C(Nc1cccc(-n2cnnn2)c1)c1ccc(C(F)(F)F)cc1	5.2%	x	4.0%	u	-29.8%	x	x	0.7	-3.3%
9	CC(=O)N1CCC[C@H]1C(=O)O	-1.1%	-1.5%	-1.0%	-0.1%	11.6%	1.1%	-15.3%	0.1	-5.2%
10	COc1ccc(N(C)S(=O)(=O)c2cccc(C(=O)NCC3CCCCC3)c2)cc1	-0.8%	-6.3%	83.7%[activator]	0.0%	4.4%	2.2%	-13.8%	-0.2	0.0%
11	COc1ccc2nc3cc(Cl)ccc3c(Nc3cc(CN4CCCC4)c(O)c(CN4CCCC4)c3)c2n1	15µM*	u	x	u	x	u	u	1.1	x
12	C=CCn1c(SCC(=O)NC(=O)c2cccc([N+](=O)[O-])c2)nnc1-c1ccccc1	6.6%	0.2%	-9.4%	u	6.9%	-3.9%	-3.9%	-0.9	-13.0%
13	COc1ccc(NC(=O)CN(c2ccc(OC)c(Cl)c2)S(=O)(=O)c2ccccc2)c(OC)c1	19.9%	-9.3%	u	0.0%	-2.0%	6.6%	10.7%	0.4	4.6%
14	O=C(Nc1ccccc1)C1CCN(S(=O)(=O)c2cccs2)CC1	35.8%	x	-11.0%	-27.2%	-6.3%	x	x	0.2	8.2%
15	COC(=O)c1ccc(CSc2nnc(-c3c[nH]c4ccccc34)n2-c2ccccc2)cc1	4.2%	-3.4%	-1.0%	0.6%	-5.2%	-0.9%	-12.7%	-0.6	-8.2%
16	CCN(CC(=O)Nc1ccc2c(c1)OCCO2)CC(=O)Nc1ccc(C)c([N+](=O)[O-])c1	-4.2%	x	0.4%	-5.0%	-9.8%	x	x	x	-16.1%
17	Nc1nonc1-n1nnc(C(=O)N/N=C/c2ccc(Cl)cc2)c1-c1ccc2c(c1)OCO2	1.5%	-1.7%	19.4%	13.6%	13.1%	-4.8%	-7.2%	1.9	-10.3%
18	C=CCNC(=O)c1ccc(C2SCC(=O)N2Cc2ccco2)cc1 (stereo not drawn)	u	-19.2%	44.7µM*	27.3%	5.0%	-7.7%	u	0.0	u
19	COc1ccc(CCNC(=O)C(=O)NCC2OCCN2S(=O)(=O)c2ccc(OC)c(OC)c2)cc1OC (stereo not drawn)	11.2%	0.1%	-4.1%	0.8%	-6.6%	-12.5%	u	-0.6	-0.5%
20	Cc1cc(C(=O)CSc2nc3ccccc3o2)c(C)n1C1CC1	-4.7%	-11.4%	13.7%	-5.7%&0.0%	-6.1%	-0.3%	1.7%	-1.1	-20.2%
21	COc1ccc(CN2COc3ccc4c(-c5ccccc5)cc(=O)oc4c3C2)cc1	x	-3.2%	16.7%	u	-16.9%	89.9%[activator]	21.3%	-1.2	13.6%
22	Cn1c(=O)c([N+](=O)[O-])c(NC2CCS(=O)(=O)C2)c2ccccc21 (stereo not drawn)	16.8%	-1.8%	-3.6%[58.9 µM]	-2.1%	13.8%	-0.5%	1.5%	0.0	-3.2%
23	COc1ccc(OC)c(NC(=O)CSc2nc3n[nH]c(C)c3c(=N)n2-c2cccc(Cl)c2C)c1	15.5%	-5.7%	-2.5%	-3.6%	2.0%	-14.5%	1.4%	-0.6	-7.4%
24	COc1ccc(NC(=O)CN(c2ccccc2OC)S(=O)(=O)c2cccs2)cc1Cl	11.8%	x	-7.4%	-15.4%	17.3%	x	x	x	-9.4%
25	Cc1csc(CNc2ncnc3ccc(-c4cccnc4)cc23)c1	2.3%&7.8%	x	u	u	x	x	x	-0.1	6.3%
26	Cc1ccc(NC(=O)c2cc([N+](=O)[O-])ccc2N2CCCC2)cc1	-0.4%	-0.2%	42.8%	-13.5%	7.3%	-9.0%	-1.3%	-0.9	-6.6%
27	O=S(=O)(c1ccccc1)N1CCC[C@@]2(CCN(Cc3nccs3)C2)C1	3.3%	-3.5%	x	-14.2%[57.4 µM]	x	x	x	x	1.7%[60.1 µM]
28	O=C(O)CSc1nc2sc3c(c2c(=O)n1-c1ccccc1)CCC3	-8.7%	-3.2%	u	-15.7%	-2.6%	-8.8%	u	0.4	u
29	CCOC(=O)CCC(NC(=O)CCC(=O)NC(CCC(=O)OCC)C(=O)OCC)C(=O)OCC (stereo not drawn)	-7.7%	2.0%	18.4%	14.4%	-1.0%	-2.7%	3.8%	1.0	-1.4%
30	Cn1c(CN2CCOCC2)nc2cc(NC(=O)c3ccccc3Cl)ccc21	0.0%	-2.2%	u	0.5%	x	-10.5%	-12.9%	-0.7	-5.1%
31	CCN(CC(=O)Nc1ccc(NC(C)=O)cc1)C(=O)c1ccccc1SCC(=O)N1CCCC1	-0.5%	x	10.7%	i	5.2%	x	x	0.1	11.1%
32	O=C(/C(=C/c1ccccc1)n1cncn1)c1ccc(Cl)cc1Cl	-5.9%	-5.6%	24.3%	u	0.8%	-8.6%	30.3%	-0.6	-6.6%
33	Cc1nc2ccc(NC(=O)CSc3ccccc3)cc2s1	6.8%	x	-17.9%	8.2%	-4.3%	x	x	x	3.1%
34	COC(=O)c1cccc2nc3c(C(C)O)cccc3nc12 (stereo not drawn)	u	0.5%	28.4%	-0.2%	10.3%	-1.9%	-19.2%	-1.5	-3.0%
35	COc1ccc(C/C(O)=C(\C#N)c2nc3ccccc3[nH]2)cc1OC	13.6%	-9.5%	16.7%	-1.8%	-15.3%	-17.5%	33.5%	-0.2	-4.2%
36	O=C(CN1C(=O)CSc2ccc(S(=O)(=O)N3CCCCCC3)cc21)NCCc1ccccc1	x	x	9.9%	-0.5%	-5.1%	x	x	x	-10.4%
37	Cc1ccc(C(C(=O)NC2CCCC2)N(C(=O)CNC(=O)c2cccs2)c2cccnc2)o1 (stereo not drawn)	3.7%	-3.0%	12.8%	-13.5%	1.7%	1.8%	-1.2%	-0.4	4.6%
38	CCN1C(=O)/C(=C/c2ccc(N3CCCC3)cc2)NC1=S	-3.1%	-10.0%	-4.3%	u	u	u	0.6%	110.6*	-9.0%
39	CC(=O)N1CCC(C(=O)Nc2ccc(S(=O)(=O)N3CCCC(C)C3)cc2)CC1 (stereo not drawn)	0.2%	x	-13.4%	-26.8%	-9.2%	x	x	0.6	-5.7%
40	CCOC(=O)c1c(C)sc2c1N(C(=O)CN(CC)CC)c1ccccc1S2	1.2%	2.5%	12.7%	-3.3%	-5.3%	-8.3%	14.8%	-0.2	-4.3%
41	COc1ccc(O)c(/C=N/NC(=O)CN2CCS(=O)(=O)CC2)c1	22.0%	-1.8%	40.6%[activator]	1.8%	1.1%	54.4%[activator]	57.6%	0.5	-18.6%
42	CCN(CC)C(=O)c1ccc2c(=O)n(Cc3cccc(Br)c3)c(=S)[nH]c2c1	-11.0%	-9.3%	-9.4%	-1.7%	1.7%	-4.7%	35.0%	1.5	-17.0%
43	O=C(NCc1nc2ccccc2[nH]1)C1=C[C@@H](c2ccc(C(F)(F)F)cc2)C[C@@H](OCCCCO)O1	x	x	-6.0%	-1.9%	5.1%	x	x	x	-8.0%
44	CCc1ccc(OCC(=O)O/N=C(\N)c2ccncc2)c(Br)c1	13.4%	-3.0%	u	0.8%	-3.1%	-15.0%	-18.3%	-1.6	-23.6%
45	COC(=O)c1c(C)nc(C)c(C(=O)OC)c1-c1ccsc1	-7.8%	-4.4%	16.3%	u	2.1%	-8.5%	-0.5%	0.2	-1.9%

TRHR agonist, what is marked active above.
nr	SMILES	APEX1 inh	BLM inh	POLI inh	ALOX12 inh	ERG Ets-DNA blk	Pol beta inh	TRHR agonist	POLK inh
38	CCN1C(=O)/C(=C/c2ccc(N3CCCC3)cc2)NC1=S	-3.1%	-10.0%	-4.3%	u	u	0.6%	110.6*	-9.0%
